Source: PubChem BioAssay (several laboratories)
C-LANA FP: inhibitors of KSHV C-LANA binding to DNA, primary screen, biochemical, fluorescence polarization, FAM-LBS DNA, MBP-C-LANA, single point. Kaposi's sarcoma herpesvirus LANA C-terminal domain (residues 932-1162) DNA binding. inhibition, % at 9 µM. 340,000 tested, 0.078% active. AID 504423, 2011;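 active = highest replicate inhibition at or above 60% at 9 µM, even if other replicates fall short; inactive = all replicates below 60% inhibition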;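 also: 0% = neutral control wells and 100% = 4 µM acridine orange control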
NSD2 inh: NSD2 histone methyltransferase inhibitors, primary screen, biochemical, AlphaScreen, single concentration, set 2; Histone-lysine N-methyltransferase NSD2 (Homo sapiens), O96028; NSD2 peptide methylation, 120 min; inhibition, % at 12.5 µM; 310,000 tested, 0.54% active; AID 743445, 2014; in the data active = inhibition above about 50%
Keap1 Nrf2 FP: Keap1-Nrf2 protein-protein interaction inhibitors, primary screen, biochemical, fluorescence polarization, single point; Kelch-like ECH-associated protein 1 (Homo sapiens), Q14145; Keap1 Kelch-Nrf2 peptide fluorescence polarization, 1536-well; inhibition, % at 9.4 µM; 340,000 tested, 0.15% active; in the data active = inhibition above about 12%;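 also: human Keap1 Kelch domain with fluorescein labeled Nrf2 9mer peptide probe; 0% = neutral control wells and 100% = peptide positive control; higher means more block of Keap1 binding to Nrf2 peptide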
SR-BI DiI inh: inhibitors of SR-BI mediated HDL lipid uptake, primary screen, ldlA[mSR-BI] cells, fluorescence, single point. AID 488896, 2010. ldlA[mSR-BI] CHO cells, DiI-HDL uptake fluorescence, 3 h. 320,000 tested, 0.96% active. Scavenger receptor class B member 1 (Mus musculus), Q61009. inhibition, % at 12.5 µM;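 active = mean replicate inhibition of at least 70% and a set share of replicates each scoring 70 or more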;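 also: 0% = median of neutral control wells and 100% = median of positive control wells; values of inactives mirror those of a sister screen read the other way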
SR-BI uptake up: activators of SR-BI mediated DiI-HDL uptake, primary screen, ldlA[mSR-BI] CHO cells, DiI fluorescence; activation, % at 12.5 µM; 320,000 tested, 0.096% active; 3 h; 100 = double the neutral-control signal;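 active = mean replicate activation of at least 60% and every replicate at or above 60%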;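 also: 0% = median plate neutral-control signal and 100% = twice that signal; values of inactives mirror those of a sister screen read the other way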
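Test system: SR-BI-overexpressing, LDLR-lacking CHO cells. Measured by: DiI fluorescence, bottom read. Medium: Ham's F12 with 0.5% BSA, HEPES 25 mM, pH 7.4. Timing: 3 h uptake period with compound, 37 °C.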
PvdQ acylase: P. aeruginosa PvdQ acylase inhibitors, primary screen, biochemical, fluorescence, plate reader and imaging, single point; AID 488965, 2010; 340,000 tested, 0.063% active; purified PvdQ acylase; inhibition, % at 10 µM; PvdQ acylase [Pseudomonas aeruginosa LESB58]; in the data active = inhibition above about 30%, passing the limit was not always enough;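 also: 0% = vehicle neutral wells and 100% = reference inhibitor wells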
Arrestin-AP2 inh: inhibitors of beta-arrestin/AP2 binding, primary screen, biochemical, GPCR trafficking, flow cytometry. FITC-arrestin peptide / GST-AP2 beads; AP2 beta2 appendage carries R879A mutation. 340,000 tested, 0.31% active. beta-arrestin 1 C-terminal peptide binding to AP2 beta2-adaptin appendage (human). AID 504490, 2011. inhibition, % at 10 µM;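 active = inhibition above a set limit, near 3 SD of compounds lacking own fluorescence, cut at about 54% in these data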;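 also: plate controls were DMSO wells for no effect and 5 µM unlabelled arrestin peptide for full effect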
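Assay system: GST-AP2 R879A bound to glutathione beads, E. coli-expressed; Medium: PBS with 0.05% Tween 20 and 0.1% BSA; Also added: fluorescein-tagged arrestin peptide at 50 nM final; Timing: 12 min plus 1 h, RT; Measured by: flow cytometry, FL1 (488/535 nm); Evaluation: percent drop in bead-associated FITC signal.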
Cardiac RTF inh: cardiac RTF calcium sensitivity inhibitors, primary screen, biochemical, IANBD-TnC fluorescence, EC70 calcium | Troponin I, cardiac muscle (Homo sapiens) + Troponin T, cardiac muscle (Homo sapiens) + … | IANBD-labeled cardiac RTF, Ca2+ fluorescence | 340,000 tested, 0.12% active | inhibition, % at 7.15 µM;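 active = inhibition above the mean inhibition of all tested compounds plus 3 SD, cut at about 17% in these data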;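 also: assay run at fixed EC70 calcium of 1.6 mM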
DAGLB inhibitor: DAGLB lipase inhibitors, primary screen, biochemical, fluorescence, HTS; HEK293T DAGLB membrane lysate, EnzChek fluorogenic substrate; AID 504411, 2011; Diacylglycerol lipase-beta (Homo sapiens), Q8NCG7; inhibition, % at 5.17 µM; 340,000 tested, 0.059% active; in the data active = inhibition above about 34%;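 also: 0% = enzyme with vehicle and 100% = wells lacking enzyme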
Target sequence (Q8NCG7 whole entry, looked up): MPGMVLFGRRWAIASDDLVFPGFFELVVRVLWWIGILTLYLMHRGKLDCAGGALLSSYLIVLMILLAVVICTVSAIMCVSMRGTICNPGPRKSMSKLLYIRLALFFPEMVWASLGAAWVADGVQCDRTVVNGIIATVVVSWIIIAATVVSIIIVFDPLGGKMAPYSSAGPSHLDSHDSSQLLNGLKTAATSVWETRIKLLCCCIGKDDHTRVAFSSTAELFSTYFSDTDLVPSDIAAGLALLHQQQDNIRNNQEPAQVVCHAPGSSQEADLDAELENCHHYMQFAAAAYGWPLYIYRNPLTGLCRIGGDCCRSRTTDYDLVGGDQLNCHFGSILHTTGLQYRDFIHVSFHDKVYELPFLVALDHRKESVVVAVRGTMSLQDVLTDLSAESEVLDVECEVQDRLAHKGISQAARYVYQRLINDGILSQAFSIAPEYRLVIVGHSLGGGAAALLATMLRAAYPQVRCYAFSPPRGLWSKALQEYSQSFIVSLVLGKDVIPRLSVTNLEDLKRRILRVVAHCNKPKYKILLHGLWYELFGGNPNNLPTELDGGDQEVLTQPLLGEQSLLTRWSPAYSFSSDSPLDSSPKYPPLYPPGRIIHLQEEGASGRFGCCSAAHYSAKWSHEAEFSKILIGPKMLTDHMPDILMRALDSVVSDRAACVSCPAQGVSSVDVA
PKA-R2B activ: activators of PKA-R2B holoenzyme, primary screen, biochemical, fluorescence polarization, Cy5-IP20, human; PKA-R2B holoenzyme dissociation; R2B truncated from residue 108, S112A mutant; 0% DMSO only, 100% 113 µM cGMP; activation, % at 11.4 µM; 340,000 tested, 0.079% active; AID 504700, 2011;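 active = activation above a cutoff set at the mean over all compounds plus 3 SD, cut at about 18% in these data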;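 also: higher means more holoenzyme dissociation and a rise in polarization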
Target sequence (P31323 whole entry, looked up, other chains not shown, the tested form may be a part): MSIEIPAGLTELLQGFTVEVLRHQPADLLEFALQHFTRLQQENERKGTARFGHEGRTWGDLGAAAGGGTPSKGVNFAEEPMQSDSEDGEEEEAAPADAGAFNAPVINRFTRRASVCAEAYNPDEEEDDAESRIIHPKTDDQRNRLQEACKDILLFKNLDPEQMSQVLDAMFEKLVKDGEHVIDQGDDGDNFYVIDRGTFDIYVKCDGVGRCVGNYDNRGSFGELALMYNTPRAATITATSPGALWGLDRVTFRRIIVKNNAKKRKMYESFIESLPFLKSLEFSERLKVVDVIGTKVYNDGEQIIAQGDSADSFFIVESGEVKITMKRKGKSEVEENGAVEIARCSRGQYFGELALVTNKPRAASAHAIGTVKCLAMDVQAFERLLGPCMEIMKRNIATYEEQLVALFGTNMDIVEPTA
Active calls of the source: *; · = no result given.

Under each structure – C-LANA FP	NSD2 inh	Keap1 Nrf2 FP	SR-BI DiI inh	SR-BI uptake up	PvdQ acylase	Arrestin-AP2 inh	Cardiac RTF inh	DAGLB inhibitor	PKA-R2B activ
1) O=C(NC(=S)N1CCN(c2ccc(O)cc2)CC1)c1ccco1
 : -1.4	2	-3	9	-9	-10	28	-4	4	-8
2) Cc1cc2nn(-c3ccc(Cl)cc3)nc2cc1N
 : -1.7	-1	-6	14	-14	-19	44	-2	-3	-4
3) COc1ccc(C2CC(C(F)(F)F)n3nc(C(=O)N(C)Cc4cn(C)nc4C)c(Cl)c3N2)cc1 (centres undefined)
 : 1.0	1	-4	-28	·	-12	15	-29	-1	12
4) O=Cc1ccc(Sc2ncccn2)o1
 : -1.0	7	2	5	-5	-7	3	-10	2	3
5) CCOC(=O)c1cccc(NC(=O)CSc2nnc(-c3ccoc3C)n2CC)c1
 : -1.7	3	-2	3	-3	3	13	-2	2	8
6) CN(Cc1nc(Cc2cccc(C(F)(F)F)c2)no1)C1CC(C)(C)NC(C)(C)C1
 : -2.2	-3	2	-3	3	-3	8	-10	2	5
7) Cc1cc(C)c(NS(=O)(=O)c2ccc(Cl)c(C(=O)O)c2)c(C)c1
 : -2.4	4	-1	-23	23	19	11	0	3	-11
8) CC(C)c1nnc(NC(=O)c2cc3ccccc3o2)s1
 : -0.2	-7	3	·	·	5	12	-9	-1	-14
9) O=C(NCc1ccccc1)C1Cc2ccccc2CN1C(=O)c1ccco1 (centres undefined)
 : -0.9	0	-3	-28	28	-4	36	-2	0	8
10) CC(C)C(CCNC1CCN(C)CC1)c1ccc(Cl)cc1 (centres undefined)
 : -2.5	6	-2	-43	43	-11	1	3	1	2
11) O=C(CN1C(=O)NC2(CCCc3ccccc32)C1=O)c1ccc(F)c(F)c1 (centres undefined)
 : 1.1	0	1	3	-3	-18	-11	-11	-2	-2
12) Nc1c(-c2ccccc2)cnc2ncnn12
 : 0.0	-1	-7	-7	7	-11	14	-10	-1	-6
13) O=c1nc(-c2ccccc2)n(-c2ccccc2)[nH]1
 : 0.2	2	-2	-9	9	-2	4	8	-2	-11
14) CCCCCc1c2c(cc(O)c1C(=O)O)OC(=O)c1cc(C(=O)CCCC)c(OC)cc1O2
 : 1.5	·	3	8	-8	-4	-4	-4	21	-9
15) Nc1ccc2oc3ccc(N)cc3c(=O)c2c1
 : 0.4	0	2	-16	16	-7	7	-5	4	-9
16) Cc1cc2oc(=O)cc(CNc3ccccc3F)c2cc1O
 : -0.5	-1	1	59	-59	-5	-7	2	0	-9
17) O=C(CCN1CCCO1)N1CCCC(N2CCN(c3ccccc3F)CC2)C1 (centres undefined)
 : 0.3	-4	-5	-2	2	-10	1	-2	0	-5
18) COc1ccccc1NC(=S)N1CCC(c2nc3ccccc3o2)CC1
 : 0.0	-1	1	-9	9	0	26	-2	-3	8
19) O=C(CN1CCN(c2ncc(C(F)(F)F)cc2Cl)CC1)N1CCN(c2ncc(C(F)(F)F)cc2Cl)CC1
 : 1.5	1	-3	31	-31	-10	-8	-5	-7	3
20) Cc1cc(C(=O)N/N=C/c2ccc(N(C)C)cc2)c2ccccc2n1
 : -0.1	1	-1	22	-22	-10	3	-3	0	-1
21) Cc1c(NC(=O)CSc2nnc(Nc3ccccc3)s2)c(=O)n(-c2ccccc2)n1C
 : 1.4	0	-5	-6	6	-8	-4	4	0	-10
22) OCCNCC(O)CN1c2ccccc2Sc2ccccc21 (centres undefined)
 : 15	11	0	12	-12	-5	-13	0	2	-6
23) Cn1nc(N)c2c(-c3ccccc3)c(C#N)c(N)nc21
 : 2.2	6	-2	23	-23	0	18	17*	-3	-11
24) CC[C@@H]1C=C(C(=O)O)[C@H](c2ccc(F)cc2)N1S(=O)(=O)c1ccc(C)cc1
 : 0.8	·	-1	1	-1	-6	36	5	-1	-6
25) C=CCN(CC=C)C(=O)c1ccc(OC2CCN(Cc3ccccn3)CC2)cc1
 : 0.1	-2	2	1	-1	-6	41	-8	2	3
26) COc1ccc(S(=O)(=O)N(CC(=O)NCC2CCCO2)c2ccc(Cl)cc2)cc1 (centres undefined)
 : 0.7	-1	-9	·	·	-24	7	-2	2	-4
27) CCN(C(=O)COC(=O)/C(=C/c1ccccc1)NC(C)=O)c1c(N)n(Cc2ccccc2)c(=O)[nH]c1=O
 : -0.1	-2	-4	-26	26	-2	-5	6	5	-4
28) Cc1nc(-c2ccccc2)sc1C(=O)Nc1ccccc1F
 : -18	-4	0	2	-2	-2	-12	-3	-11	-10
29) CCn1ccnc1CN1CCN(CC(C)C)C(CCO)C1 (centres undefined)
 : -1.1	6	-5	-22	22	-11	7	-4	10	-3
30) CC(=O)Nc1ccc(OC(=O)c2ccc(Cl)cc2)cc1
 : 3.5	-1	-3	-25	25	-18	2	-8	6	-10
31) O=C(CN1CCc2ccccc21)NCc1ccccc1Cl
 : 2.1	0	5	9	-9	-3	8	4	0	-8
32) CC(c1ccccn1)N(CCN(C)C)C(=S)Nc1ccccc1F (centres undefined)
 : -0.6	2	0	-18	18	-9	2	-5	-1	6
33) CCO[C@@H]1OC(C(=O)NC2CC2)=C[C@H](C2CC2)[C@H]1CCCO
 : -1.5	·	-2	-27	27	-8	-9	-3	-3	-17
34) CC(=O)c1cccc(N(C(=O)Cn2nnc3ccccc32)C(C(=O)NC2CCCCC2)c2cn(C)nc2C)c1 (centres undefined)
 : 1.1	·	-6	-1	1	2	15	-9	-1	-3
35) O=C(C1CCCCC1)N1CCCn2c1nc1ccccc12
 : 3.4	-2	-2	2	-2	-2	-4	-21	-3	-8
36) CCn1c(=O)c(C(=O)CC#N)c(N)n(Cc2ccccc2)c1=O
 : -0.3	0	-8	·	·	-9	18	-5	0	14
37) CC(=O)c1cnc2nc(C(F)(F)F)nn2c1C
 : 0.4	11	-2	-30	30	1	8	-6	-2	4
38) c1ccc(SCc2nc3ccccc3s2)nc1
 : 1.0	-3	-4	2	-2	6	12	-2	-1	-4
39) CC(=O)Nc1ccc(S(=O)(=O)N(C)C2CCN(C)CC2)cc1
 : -0.3	3	-5	-13	13	-26	-4	-7	0	3
40) C=CCOc1ccc(/C=C/C(=O)OCC(=O)Nc2c(C)n(C)n(-c3ccccc3)c2=O)cc1
 : 1.5	0	-2	16	-16	-9	9	-3	0	-2
41) Cc1ccc(S(=O)(=O)N2CCOCC2)cc1C(=O)N1CCCCCC1
 : 0.2	-1	-2	-27	27	-7	-12	0	1	-3
42) O=c1[nH]c2ccccc2n1C1CCCCC1
 : -0.6	1	-1	-11	11	-9	3	-5	3	3
43) CCc1ccc(CN2CCC(C(=O)Nc3ccc(-n4nc(C)cc4C)cc3)CC2)o1
 : -2.4	8	-6	37	-37	-14	4	3	-1	-2
44) Cc1ccc(-n2c(C)cc(/C=N/NC(=O)c3ccncc3)c2C)cc1
 : 0.7	26	-3	30	-30	-9	0	0	-2	0
45) CCn1c(SCC(=O)Nc2ccc(Cl)cc2)nnc1C1CC1
 : -0.8	·	-2	4	-4	-19	0	-8	-2	10
46) COc1cccc(/C=N/Nc2nnc(C)n2N)c1OCc1ccccc1Cl
 : 0.4	1	-1	-3	3	-6	9	-3	-2	-9
47) Cc1c(CC(=O)NCCCCCC(=O)O)c(=O)oc2cc3c(cc12)CCC(C)(C)O3
 : 0.3	0	-5	-11	11	-18	-6	3	-2	4
48) O=C(c1ccc(Cl)cc1)C1CCN(C(=O)C2CC2)CC1
 : -1.0	-11	2	11	-11	-2	19	-12	1	-6
49) COc1ccc(/C=N/NC(=O)C2c3ccccc3Oc3ccccc32)c(OC)c1
 : 0.8	4	-4	32	-32	13	-12	-8	1	1
50) NS(=O)(=O)c1ccc(S(=O)(=O)N(Cc2ccccc2F)CC2CCCO2)cc1 (centres undefined)
 : -1.2	-8	-3	14	-14	-13	2	4	-4	0
51) COc1ccc(C2/C(=C(\O)c3cccc(OC)c3)C(=O)C(=O)N2c2ccccn2)cc1 (centres undefined)
 : -0.8	116*	-4	-26	26	1	-2	-1	4	3
52) Cc1ccc(S(=O)(=O)NC2CC(=O)N(c3ccc4c(c3)OCCO4)C2)cc1 (centres undefined)
 : 0.1	-1	-1	-27	27	-9	-18	1	1	-7
53) COC(=O)c1cc(COc2ccc3oc(C)c(C(=O)OC)c3c2)c(C)o1
 : 1.0	5	4	17	-17	-8	-7	-2	-9	3
54) CCNS(=O)(=O)c1ccc(NC(=O)c2cncc(Br)c2)cc1
 : 1.7	-1	3	-20	20	0	9	12	2	0
55) Cc1ccc(OCC(=O)NCCS(=O)(=O)N2CCN(c3ccccc3)CC2)cc1
 : -1.9	-1	-2	1	-1	-12	-2	-6	-2	1
56) CC1CCCCC1NC(=O)COC(=O)CN1C(=O)c2ccccc2C1=O (centres undefined)
 : 0.2	5	-1	-2	2	-14	4	-3	2	-5
57) COc1cccc(OC)c1OCCCCN1CCC(Cc2ccccc2)CC1
 : 1.4	20	-2	-1	1	-16	-4	-18	-1	-9
58) CC(C)c1nc(SCC(=O)N2CCc3ccccc32)n[nH]1
 : -5.2	1	-3	-25	25	-4	2	-10	-1	-5
59) COc1ccc(NC(=O)CSc2nnc(-c3ccccc3)n2Cc2ccco2)c(OC)c1
 : 1.6	0	-2	27	-27	2	16	6	-2	4
60) O=C(Nc1ccc(N2CCN(C(=O)c3ccccc3)CC2)cc1)c1cc([N+](=O)[O-])ccc1N1CCOCC1
 : 3.0	5	-1	61	-61	-12	-20	-10	4	8
61) Cc1nc(-c2ccccc2)sc1C(=O)NN
 : -1.0	-3	-7	32	-32	-10	-13	-1	-11	0
62) CC(C)NC(=O)NC(=O)COC(=O)c1cc[n+]([O-])cc1
 : 5.4	-1	-3	-20	20	-10	12	-11	-5	-2
63) CCOc1ccccc1C(=O)Nc1ccc(S(=O)(=O)N2CCOCC2)cc1
 : 1.2	4	0	48	-48	-9	-1	2	-2	6
